Compound activity from PubChem BioAssay.
GCN5L2 inh = inhibitors of human GCN5L2 histone acetyltransferase. GCN5L2 HAT assay, ThioGlo1 CoA-SH fluorescence. Q92830. Potency, µM (top dose mostly 58.9 µM), for inactives: at the highest dose activity change, negative = inhibition, most hits filed as inhibitors. 390,000 compounds, 0.21% hits
Target sequence (Q92830 whole entry, looked up): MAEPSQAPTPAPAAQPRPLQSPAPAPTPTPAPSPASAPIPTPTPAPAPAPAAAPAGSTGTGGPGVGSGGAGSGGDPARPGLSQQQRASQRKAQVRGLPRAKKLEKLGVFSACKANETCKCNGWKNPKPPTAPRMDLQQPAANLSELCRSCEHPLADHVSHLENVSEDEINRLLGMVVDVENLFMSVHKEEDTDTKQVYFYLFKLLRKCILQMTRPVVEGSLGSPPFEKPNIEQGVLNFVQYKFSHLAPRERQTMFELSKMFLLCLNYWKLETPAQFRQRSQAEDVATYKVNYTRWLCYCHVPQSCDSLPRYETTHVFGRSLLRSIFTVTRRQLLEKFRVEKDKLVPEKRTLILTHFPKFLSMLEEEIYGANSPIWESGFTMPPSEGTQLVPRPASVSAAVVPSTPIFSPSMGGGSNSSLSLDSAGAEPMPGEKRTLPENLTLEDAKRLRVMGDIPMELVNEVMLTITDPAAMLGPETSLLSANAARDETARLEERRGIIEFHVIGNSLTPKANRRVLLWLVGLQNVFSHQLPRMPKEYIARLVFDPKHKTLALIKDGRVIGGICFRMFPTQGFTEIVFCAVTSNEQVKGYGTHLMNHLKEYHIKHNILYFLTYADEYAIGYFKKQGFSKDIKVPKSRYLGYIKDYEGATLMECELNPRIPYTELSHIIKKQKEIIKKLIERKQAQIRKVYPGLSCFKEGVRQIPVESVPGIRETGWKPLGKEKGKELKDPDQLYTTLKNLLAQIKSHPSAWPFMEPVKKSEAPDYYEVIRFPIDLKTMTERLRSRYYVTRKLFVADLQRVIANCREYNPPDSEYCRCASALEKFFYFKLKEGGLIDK
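Titration-based screen in which CoA formation is detected via maleimide probe ThioGlo1 (50uM) turning fluorescent on thiol reaction; substrates H3(1-25) 75uM and acetyl-CoA 70uM, GCN5L2 20nM, 20 min incubation at room temperature.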
DT40 TDP1 CPT = DT40-hTDP1 cell growth loss with CPT. chicken DT40 Tdp1-/-;hTDP1 cells + 20 nM CPT, ATP luminescence, 48 h. Potency, µM (series often up to 46.2 µM), for inactives: top-dose activity change, negative = growth inhibition, hits mostly inhibitors. AID 686979. 420,000 compounds, 12% hits; further: nearly all actives have a fitted effect of over 55% in size
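Chicken DT40 Tdp1-/- cells complemented with human TDP1, 400 cells/well, exposed to compounds plus 20 nM camptothecin for at least 48 h at 37 C; viability read as ATP content by CellTiter-Glo luminescence.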
FEN1 inhibitor = blocks human flap endonuclease 1; 390,000 compounds, 0.35% hits; Recombinant FEN1 flap cleavage, fluorescence, 15 min; Potency, µM (top dose mostly 114 µM), inactives show at the top dose activity change, negative = inhibition, actives largely listed as inhibitors; P39748; further: nearly all actives have a fitted effect of over 65% in size
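Nuclease activity of 10 nM FEN1 was measured after 15 min of room-temperature exposure to titrated compounds, by adding 50 nM flap substrate and reading plates at 0 and 15 min.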
The depositor's hits bear a star; ? = inconclusive; . = not tested or not shown; & = joins results of further samples; [ ] = remark or other dose. The call rests on the fitted dose curve; in most records, active means well fitted curve in the direction sought with a large enough effect; inconclusive means small, poorly fitted or top-dose-only effect, or another doubt; inactive means no such curve, though single readings can be large; an effect the other way counts as inactive or inconclusive. On the % scale 0 is the no-effect control and ±100 the full control effect; potency means the concentration at half of the fitted maximal effect.

SMILES	GCN5L2 inh	DT40 TDP1 CPT	FEN1 inhibitor
Cc1ccccc1N(C(=O)c1snc(C(N)=O)c1N)C(C(=O)NC1CCCCC1)c1ccc(O)cc1 (stereo unspecified)	-13%	?	-9%
CCOC(=O)CC1C(=O)NCCN1C(=O)c1ccc(Cl)c(Cl)c1 (stereo unspecified)	7%	10%	1%
CCOc1ccc(S(=O)(=O)/N=C(/Nc2ccc(C(C)=O)cc2)c2ccccc2)cc1	-12%	23µM*	-3%
NC1(C#Cc2ccc3oc(=O)c(-n4cc(-c5ccsc5)nn4)cc3c2)CCCCC1	-1%	8.2µM*	-35%
O=C(Cc1ccc(Br)cc1)N1CCN(c2ccccn2)CC1	-4%	?	-3%
O=C(C=Cc1ccco1)c1ccco1	.	-16%	-13%
CCCCC1CC(CSc2ncn[nH]2)OC1=O (stereo unspecified)	0%	4%	5%
COc1ccc(CNC(=O)CSc2nnc(-c3ccc(NC(C)=O)cc3)n2C)cc1	.	-3%	4%
COc1cccc(C2=CC(=O)C[C@H](c3ccc(OC)c(OC)c3)C2)c1	-2%	?	-15%
CCOC(=O)N1CCN(c2cc(N)c([N+](=O)[O-])cc2F)CC1	-1%	?	2%
CCOC(=O)C1CCN(C(=O)COC(=O)C2CCN(S(=O)(=O)c3ccc4c(c3)OCCO4)CC2)CC1	-5%	8%	1%
COCc1ccc(C(=O)N2CCCC(Nc3ccc(C(C)C)cc3)C2)o1 (stereo unspecified)	-1%	?	7%
CN(C(=O)c1nn(C)c2c1CS(=O)(=O)c1ccccc1-2)c1cccc(Cl)c1	-2%&-6%	-11%&-5%	11%&0%
Cc1ccc(NC(=O)CSc2nnc3[nH]c(=O)cc(C)n23)cc1Cl	-3%	13%	6%
CCCCN(C)CCNC(=O)c1ccc(Cn2c(=S)[nH]c3ccc(Br)cc3c2=O)cc1	-3%	26µM*	0%
COc1cc(NS(=O)(=O)c2ccc(NC(=S)NC(=O)/C=C/c3ccc(F)cc3)cc2)ncn1	?	-21%	13%
OC(c1ccccc1)C(O)C(c1ccccc1)N1CCCCC1 (stereo unspecified)	.	12%	0%
COC(=O)c1ccc(NC(=S)Nc2ccccc2)cc1	-1%	?	11%
CCCCSc1nc(SCC(=O)NCc2ccco2)c2c3c(sc2n1)COC(C)(CC)C3 (stereo unspecified)	-10%	-1%	-4%
Cc1cc(Cl)c(O)c(-n2nc3ccccc3n2)c1	-4%	21µM*	-5%
O=C(O/N=C(\c1ccccc1)c1ccccn1)c1ccc(Cl)c(Cl)c1	3%	-5%	-11%
COc1ccc(S(=O)(=O)N2CCCCCC2)cc1C(=O)N(C)CC(=O)Nc1ccc(F)cc1	-8%	-9%	5%
Cc1c(C(=O)N(C)CCCCN2CCOCC2)oc2c(F)cccc12	-7%	-26%	-10%
Cc1ccc(CNC(=O)CN(c2cccc(C)c2C)S(=O)(=O)c2ccccc2)cc1	-8%	16µM*	5%
CCN(CC)c1ccc(C2C(C(=O)OC(C)C)C(=O)CC(C)(O)C2C(=O)OC(C)C)cc1 (stereo unspecified)	-1%[0.501 µM]	15µM*	10%

Other entries
SMILES	GCN5L2 inh	DT40 TDP1 CPT	FEN1 inhibitor
COC(=O)N1CCC2(CC1)CCN(c1ncccn1)CC2	-5%	-2%	.
Cc1ccccc1OCC(=O)Nc1ccccc1C(=O)OCc1cc(=O)n2c(C)csc2n1	12%	2.6µM*	22%
COc1ccc(/C=C/C(=O)NCC2COc3ccccc3O2)cc1OC (stereo unspecified)	2%	0%	2%
O=c1nc(Nc2cccc(Cl)c2)oc2cc(Cl)oc(=O)c12	-13%	-5%	-3%
COc1cccc(N2CCN(C(=O)CN(c3cc(C)cc(C)c3)S(=O)(=O)c3c(C)noc3C)CC2)c1	-10%	?	7%
CCOc1ccccc1Nc1ncnc2c1c(-c1ccccc1)cn2-c1ccc(OC)cc1	-14%	?	-16%
CC(NC(=O)C(Cc1ccccc1)=NO)c1ccccc1 (stereo unspecified)	.	21µM*	1%
O=C(NCCc1ccc(F)cc1)C(=O)Nc1cc2c3c(c1)CC(=O)N3CCC2	-7%	?	3%
CCOC(=O)c1c(C)[nH]c(C)c1C(=O)CSc1nc2ccccc2c(=O)n1-c1ccc(C)cc1	-11%	9%	-3%
O=C(COc1ccc([N+](=O)[O-])cc1)N(Cc1ccccc1)Cc1ccccc1	-4%	?	6%
CCOc1ccc(C(NC(=O)CC)c2c(O)ccc3ccccc23)cc1 (stereo unspecified)	-23%	-82%	-24%
COC(=O)C1(C)NC(c2ccc(Cl)cc2)C2C(=O)N(c3ccccc3)C(=O)C21 (stereo unspecified)	2%	-7%	-10%
C/C=C/c1ccc(OCCCCNCc2ccco2)c(OC)c1	-17%	26µM*	16%
O=C(/C(=C(\[O-])c1ccccc1)[n+]1ccc2ccccc2c1)c1ccc(Cl)cc1	2%	3%	10%
O=c1oc2ccccc2cc1-c1cn2cc(Cc3cc(Cl)ccc3Cl)sc2n1	-1%	-2%	-13%
CN(CC(=O)Nc1ccc(F)cc1)C(=O)C1CCN(C(=O)Nc2ccccc2)CC1	-10%	-3%	-8%
CCOC(=O)c1cc[n+](CC(=O)c2ccc(F)cc2)cc1	0%	-16%	-4%
Cc1ccc(/C=N/Nc2nnc(Cl)c3ccccc23)cc1	-6%	23µM*	-24%
N#CC(c1ccc(Cl)cc1)c1c(Cl)cc(-n2ncc(=O)[nH]c2=O)cc1Cl (stereo unspecified)	?	1%	.
CCOC(=O)[C@H]1[C@H]2COc3ccc(OC)cc3[C@@H]2N2C(=O)c3cc(OC)c(OC)cc3NC(=O)[C@@]12C	-4%	-35%	-4%
Cc1cccn2c(=O)c3cc(C(=O)N4CCN(C(=O)c5ccco5)CC4)n(C)c3nc12	-7%	-8%	-4%
CC(C)(C)OC(=O)N1Cc2ccccc2C[C@H]1C(=O)NC1CCCC1	-4%	10%	1%
CN1C(=O)C2(c3ccccc31)N(c1ccc(Br)cc1)C(=O)CS2(=O)=O (stereo unspecified)	-14%	-9%	8%
CC(C)NC(=O)Nc1cccc2c1O[C@H](CN(C)S(=O)(=O)c1ccc(F)cc1)[C@@H](C)CN([C@H](C)CO)C2=O	-4%	16µM*	-19%
O=C1C=C(c2ccc(C(=O)O)c(Cl)c2)C[C@@H](c2ccc3c(c2)OCO3)C1	0%	-12%	4%

The list continues.
SMILES	GCN5L2 inh	DT40 TDP1 CPT	FEN1 inhibitor
O=S(=O)(O)CCN1CCOCC1	-1%	0%	7%
CCOc1ccccc1Oc1coc2cc(O)ccc2c1=O	-5%	-21%	-2%
COC(=O)Cn1c(CN2CCN(c3ccccc3F)CC2)nc2c1c(=O)n(C)c(=O)n2C	.	5.8µM*	-3%
CN(N=Nc1ccc([N+](=O)[O-])cc1)c1ccccc1	-8%	1%	-6%
CN(CC(=O)Nc1ccc(F)cc1)C(=O)COC(=O)Cc1c(F)cccc1Cl	0%	-12%	6%
O=S(=O)(c1ccccc1)N1CCC[C@@]2(CCN(c3cccc(-c4ccccc4)c3)C2)C1	-7%	?	.
O=C(Nc1nncs1)c1c(F)c(F)c(F)c(F)c1F	-17%	-20%	7%
O=C(C1CC1)N1CCc2cc(Br)cc(S(=O)(=O)Nc3ccc(C(F)(F)F)cc3)c21	-11%	18µM*	-24%
Cc1ccc(S(=O)(=O)N2CCN(C(=O)c3n[nH]c(=O)c4ccccc34)CC2)c(C)c1	-1%	-11%	5%
CCOC(=O)C1CCN(C(=O)CCS(=O)(=O)c2ccc3c(c2)n(C)c(=O)c(=O)n3C)CC1	2%	2%	-4%
O=C(NCCN1CCN(C(=O)c2cccc(OC(F)F)c2)CC1)c1cccc(OC(F)F)c1	4%	-9%	-4%
COc1ccc(/C=C2/CSC/C(=C/c3ccc(OC)c(OC)c3)C2=O)cc1OC	.	4.1µM*	-6%
CC1(C)CC(=O)C2=C(C1)NC1=C(C(=O)c3ccccc31)C2c1ccc(Cl)cc1 (stereo unspecified)	-6%	?	-4%
CCc1ccc(NC(=O)C(=O)NCC(O)c2ccccc2)cc1 (stereo unspecified)	-9%	-6%	-1%
CC(=O)N1N=C(c2cccc([N+](=O)[O-])c2)OC1c1cccc(Br)c1 (stereo unspecified)	-13%	-4%	-8%
S=c1[nH]ccn1-c1ccc(Cl)cc1	-8%	?	9%
COc1ccc2[nH]c3c(c2c1)CCN1C(=O)C(CC(=O)NCC24CC5CC(CC(C5)C2)C4)C[C@H](C(=O)N2CCCCC2)[C@@]31C (stereo partly specified)	-21%	?	-24%
CCOc1ccc(NS(=O)(=O)c2ccc3[nH]cc(C(=O)N(C)C4CCCCC4)c(=O)c3c2)cc1	0%	4%	3%
CCCCN(CC)C(=O)c1c[nH]c2ccc(S(=O)(=O)N(C)c3ccc(Cl)cc3)cc2c1=O	-1%	?	-2%
Cc1ccc2c(c1)-c1c(cnc3cc(-c4ccccc4)nn13)CO2	-3%	-21%	0%
CCOC(=O)c1c(NCC2CCCO2)c2ccccc2[nH]c1=O (stereo unspecified)	-18%	-11%	-4%
C=CCS(=O)(=O)c1nc2ccccc2s1	-8%	16µM*	-7%
COc1ccc(OC)c(S(=O)(=O)NC(C)CCc2ccccc2)c1 (stereo unspecified)	-4%	-9%	-8%

Retrieved by compound from the list above, 3 records:
SMILES	GCN5L2 inh	DT40 TDP1 CPT	FEN1 inhibitor
CC1(C)CC(=O)C2=C(C1)NC1=C(C(=O)c3ccccc31)C2c1ccc(Cl)cc1 (stereo unspecified)	-6%	?	-4%
O=S(=O)(O)CCN1CCOCC1	-1%	0%	7%
CCc1ccc(NC(=O)C(=O)NCC(O)c2ccccc2)cc1 (stereo unspecified)	-9%	-6%	-1%

Just GCN5L2 inh and FEN1 inhibitor, for four of the compounds above:
SMILES | GCN5L2 inh | FEN1 inhibitor
CN(CC(=O)Nc1ccc(F)cc1)C(=O)COC(=O)Cc1c(F)cccc1Cl | 0% | 6%
CCCCN(CC)C(=O)c1c[nH]c2ccc(S(=O)(=O)N(C)c3ccc(Cl)cc3)cc2c1=O | -1% | -2%
CCc1ccc(NC(=O)C(=O)NCC(O)c2ccccc2)cc1 (stereo unspecified) | -9% | -1%
CC1(C)CC(=O)C2=C(C1)NC1=C(C(=O)c3ccccc31)C2c1ccc(Cl)cc1 (stereo unspecified) | -6% | -4%

Single records, as listed above:
O=S(=O)(c1ccccc1)N1CCC[C@@]2(CCN(c3cccc(-c4ccccc4)c3)C2)C1 is entered as GCN5L2 inh = -7%; DT40 TDP1 CPT = ?; FEN1 inhibitor = .
CCOC(=O)c1c(NCC2CCCO2)c2ccccc2[nH]c1=O (stereo unspecified) is entered as GCN5L2 inh = -18%; DT40 TDP1 CPT = -11%; FEN1 inhibitor = -4%
CCOc1ccc(NS(=O)(=O)c2ccc3[nH]cc(C(=O)N(C)C4CCCCC4)c(=O)c3c2)cc1 is entered as GCN5L2 inh = 0%; DT40 TDP1 CPT = 4%; FEN1 inhibitor = 3%

Grouped by structure: the entries above with a thiophene ring, fused or not (2)
SMILES	GCN5L2 inh	DT40 TDP1 CPT	FEN1 inhibitor
NC1(C#Cc2ccc3oc(=O)c(-n4cc(-c5ccsc5)nn4)cc3c2)CCCCC1	-1%	8.2µM*	-35%
CCCCSc1nc(SCC(=O)NCc2ccco2)c2c3c(sc2n1)COC(C)(CC)C3 (stereo unspecified)	-10%	-1%	-4%

Some of the compounds tested, so the mix of outcomes need not match the whole.
